Compound activity deposited in PubChem BioAssay by several laboratories.
MC4R ag barr – human MC4R agonism via beta-arrestin. P32245. U2OS MC4R beta-arrestin complementation, luminescence; percent of melanotan II response, DMSO zero. activation, % at 8.9 µM. 360,000 tested, 0.98% active;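 active = activation above a per-plate cutoff, the mean activation of sample wells on that plate plus 3 SD, cut at about 8% in these data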
N-glyco inh – blocks N-linked glycosylation in D54 reporter cells; D54 ERlucT glycosylation luciferase reporter, 24 h; percent of 100 nM tunicamycin response; reporter increase, % at 12.5 µM; 360,000 tested, 0.23% active;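 active = mean luciferase reporter signal, scaled so untreated is 0 and the glycosylation-blocking control 100, at or above a set limit in every replicate; inconclusive = mean reaches the limit but not every replicate does; inactive = mean below the limit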;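 note: luciferase carries N-glycosylation sites so blocking glycosylation raises the light; 0% = median of neutral control wells and 100% = median of 100 nM tunicamycin wells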
TLR9-MyD88 block – inhibitors of human TLR9-MyD88 binding. CHO BLA complementation TLR9-MyD88, CCF4 FRET ratio. inhibition, % at 4.98 µM. AID 504734. 340,000 tested, 0.21% active. Q9NR96+Q99836;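 active = inhibition above the mean over all tested compounds plus 3 SD, cut at about 21% in these data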;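 note: 0% = DMSO only wells and 100% = clavulanate BLA inhibitor control wells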
Target sequence (Q99836 whole entry, looked up): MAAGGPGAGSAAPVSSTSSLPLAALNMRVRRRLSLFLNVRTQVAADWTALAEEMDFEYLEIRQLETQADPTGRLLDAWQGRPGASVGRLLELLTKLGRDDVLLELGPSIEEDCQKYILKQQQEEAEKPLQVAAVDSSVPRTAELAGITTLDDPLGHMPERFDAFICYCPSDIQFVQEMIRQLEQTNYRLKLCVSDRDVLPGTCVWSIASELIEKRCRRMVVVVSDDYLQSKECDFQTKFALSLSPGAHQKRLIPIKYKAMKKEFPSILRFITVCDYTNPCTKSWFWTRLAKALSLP
Target sequence (Q9NR96 whole entry, looked up): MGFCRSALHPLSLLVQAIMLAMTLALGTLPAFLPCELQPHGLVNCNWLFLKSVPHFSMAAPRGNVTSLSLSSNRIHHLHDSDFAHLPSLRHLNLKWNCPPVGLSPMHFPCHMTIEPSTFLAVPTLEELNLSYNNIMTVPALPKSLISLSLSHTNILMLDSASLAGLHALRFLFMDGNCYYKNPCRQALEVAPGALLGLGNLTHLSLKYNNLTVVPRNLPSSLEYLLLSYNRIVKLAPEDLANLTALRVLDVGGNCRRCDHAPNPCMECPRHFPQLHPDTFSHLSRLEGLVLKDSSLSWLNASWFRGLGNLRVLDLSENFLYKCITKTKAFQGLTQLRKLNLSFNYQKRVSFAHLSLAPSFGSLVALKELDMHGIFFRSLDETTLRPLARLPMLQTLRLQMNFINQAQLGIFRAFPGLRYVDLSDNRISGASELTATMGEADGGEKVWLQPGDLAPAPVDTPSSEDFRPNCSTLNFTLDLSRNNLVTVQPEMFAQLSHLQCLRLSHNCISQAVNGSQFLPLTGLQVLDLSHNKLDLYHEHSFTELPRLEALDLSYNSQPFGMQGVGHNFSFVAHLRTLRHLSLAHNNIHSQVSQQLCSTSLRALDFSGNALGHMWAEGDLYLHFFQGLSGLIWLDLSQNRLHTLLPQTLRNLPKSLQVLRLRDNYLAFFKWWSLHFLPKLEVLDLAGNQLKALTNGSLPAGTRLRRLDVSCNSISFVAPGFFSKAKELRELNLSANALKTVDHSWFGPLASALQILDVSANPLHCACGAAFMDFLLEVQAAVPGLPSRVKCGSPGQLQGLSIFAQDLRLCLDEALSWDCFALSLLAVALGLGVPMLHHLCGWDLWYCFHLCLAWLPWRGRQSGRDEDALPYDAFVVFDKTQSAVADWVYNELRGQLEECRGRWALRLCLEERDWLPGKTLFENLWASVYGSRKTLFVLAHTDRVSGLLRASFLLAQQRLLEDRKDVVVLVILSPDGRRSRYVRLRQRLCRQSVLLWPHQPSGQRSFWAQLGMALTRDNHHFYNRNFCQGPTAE
ABHD5-PLIN5 inh – blocks binding of human ABHD5 to perilipin-5; AID 602281; inhibition, % at 4 µM; 360,000 tested, 0.78% active; Split G. princeps luciferase complementation, luminescence, 4 h;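 active = inhibition above the mean inhibition across every tested compound plus 3 SD, cut at about 22% in these data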;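 note: 0% = DMSO only wells and the 100% control is not disclosed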
ABCB6 inh 2 – inhibitors of human ABC transporter ABCB6. K562-ABCB6 porphyrin accumulation, flow cytometry, 1 h; active compounds read low. fluorescence ratio to DMSO, % at 10 µM. 360,000 tested, 0.19% active;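 active = fluorescence ratio to DMSO below 75%, the collection mean minus 3 SD; inconclusive = too few cells collected in the well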;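 note: signal is porphyrin accumulated inside mitochondria; 100% equals median channel fluorescence of DMSO control wells; lower ratio means ABCB6 inhibition with less porphyrin fluorescence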
Vif inh – inhibitors of HIV Vif | HEK293T cells, Vif self-association by quenched fluorescence, imaging, 24 h | inhibition, % at 7.49 µM | 340,000 tested, 0.35% active | AID 602346; in the data active = inhibition above about 50%, passing the limit was not always enough; inconclusive = no clear call, values can overlap the other calls; inactive = below about 31%; note: some results filed as inactive read as strong as hits
Exocytosis inh – lytic granule exocytosis inhibition | inhibition, % at 10 µM | 360,000 tested, 0.66% active | AID 651702 | TALL-104 LAMP-1 surface exposure, flow cytometry; cells stimulated with thapsigargin and PMA;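 active = inhibition above about 55%, limit read from the data; inconclusive = no clear call, values can overlap the other calls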
MC4R antag cAMP – human MC4R antagonism in cAMP assay | MC4R-expressing cells, MTII-stimulated cAMP, LANCE TR-FRET | inhibition, % at 6.5 µM | 360,000 tested, 0.48% active | AID 540295;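 active = inhibition above its plate's cutoff, the mean of tested wells on that plate plus 3 SD, cut at about 29% in these data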;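 note: 0% = Melanotan II alone and 100% = Melanotan II plus saturating MCL0020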
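Material – human MC4R-expressing U2OS cells · Repeats – no replicates · Detection – TR-FRET with Eu-cAMP and labeled anti-cAMP, 671 nm · Times – compound 30 min, challenge 1 h, detection 1 h · Compound – single nominal compound dose of 6.5 µM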
aDG glyco up – increases alpha dystroglycan glycosylation | 360,000 tested, 0.22% active | Pro5-aDG cells, alpha-DG glycosylation AlphaScreen (IIH6); 0% Pro5, 100% B10-LARGE cell signal | activation, % at 10 µM | AID 624168;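 active = activation of at least 8% versus controls, or a plate z-score of at least 8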;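 note: Pro5 are CHO cells carrying HIG-tagged alpha-DG that lacks glycosylation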
NOD2 RIPK2 PPI – NOD2-RIPK2 protein interaction inhibition; O43353; CHO BLA complementation NOD2-RIPK2, CCF4 ratio; inhibition, % at 4.98 µM; 360,000 tested, 0.38% active; in the data active = inhibition above about 21%;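 note: 0% = vehicle only and 100% = reference blocker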
* marks the source's active call; other numbers are inactive results; ? = inconclusive; / = not tested or not shown.

SMILES	MC4R ag barr	N-glyco inh	TLR9-MyD88 block	ABHD5-PLIN5 inh	ABCB6 inh 2	Vif inh	Exocytosis inh	MC4R antag cAMP	aDG glyco up	NOD2 RIPK2 PPI
CCC1(c2ccccc2)NC(=O)N(CC(=O)Nc2ccc(N3CCOCC3)cc2)C1=O (configuration not stated)	-0.7	3	7	-5	94	13	0	1	0.0	0
Cc1ccc(/C(O)=C2\C(=O)C(=O)N(C)C2c2cccc([N+](=O)[O-])c2)cc1 (configuration not stated)	-0.3	1	-8	-2	99	-1	-8	-1	0.1	16
O=C(Nc1nncs1)c1ccccc1NS(=O)(=O)c1cccs1	-0.2	-2	-2	8	105	18	-1	14	-0.2	-16
Cc1ccsc1CN(C(=O)c1ccc([N+](=O)[O-])cc1)C1CCS(=O)(=O)C1 (configuration not stated)	-3.4	2	1	-1	95	/	-3	13	0.2	-2
CCOc1ncccc1C(=O)OCC(=O)c1cc(OC)ccc1OC	-1.9	-1	-7	1	97	1	-9	0	0.2	-1
O=C(NCCCNCc1ccccc1)c1ccc(/C=N/O)nc1	-2.9	-5	-4	-3	92	19	-5	-1	-0.1	-9
Cc1ccc(C)c(NC(=O)CN2C(=O)COc3ccc(S(=O)(=O)N4CCCC4)cc32)c1	-0.8	-1	-1	2	97	6	?	10	4.9	8
CCCNC(=O)c1ccccc1NC(=O)Cc1ccc(OC)c(S(=O)(=O)N2CCOCC2)c1	-1.2	-2	-5	0	92	8	7	-1	-0.2	-1
Cc1cc(C)cc(NC(=S)N2CCN(c3ncc(C(F)(F)F)cc3Cl)CC2)c1	17*	-1	-4	0	106	-6	4	3	0.2	-10
O=C(/C=C/[C@H]1O[C@@H](n2cnc3c(NC(=O)c4ccccc4)ncnc32)[C@H](O)[C@@H]1O)NCC1CCCCC1	/	4	/	-8	108	32	-2	/	0.2	-12
COc1ccccc1/C=C1\SC(=O)N(CCC(=O)N2CCCCC2CCO)C1=O (configuration not stated)	-1.8	2	-2	7	92	-2	4	10	0.2	-1
COc1ccccc1-n1cc(-c2ccccc2)c2c(=S)nc[nH]c21	-2.4	8	-9	-1	98	-6	-16	9	0.0	-2
Cc1cc(C)cc(NC(=O)[C@H](NC(=O)[C@@H]2Cc3ccccc3CN2)c2ccccc2)c1	0.6	-3	-8	-12	98	7	22	1	0.6	-1
O=C(NC(=S)Nc1cc(Cl)ccc1N1CCOCC1)c1ccccc1[N+](=O)[O-]	-1.3	-4	-18	-2	100	4	-7	10	-0.7	-9
CN(Cc1ccccc1)S(=O)(=O)c1ccc2c(c1)CCC(=O)N2	-1.4	0	-3	3	170	-2	-6	8	-0.2	-3
CC1(C)CC(N2CN(C3CCCCC3)CC2=O)CC(C)(C)N1	0.5	2	1	0	94	-18	-4	2	0.0	-16
COc1ccc(-n2c(=O)c(CCC(=O)N3CCC(C)CC3)nc3ccccc32)cc1	-1.7	-1	-4	-3	129	0	3	-1	0.3	0
COc1ccc(-c2cc(C(=O)Nc3ccc(C(N)=O)cc3)c3ccccc3n2)cc1OC	-1.1	-6	-10	16	103	/	7	6	-0.5	0
CC(C)NC(=O)CSc1nc2sccc2c(=O)n1-c1ccccc1	1.8	-1	-13	-7	94	7	11	13	0.4	-10
Cc1ccc(C(=O)CCS(=O)(=O)c2ccc(F)cc2)cc1	-4.5	0	-13	2	101	-11	44	10	2.1	11
Cc1ccc(NC(=S)N2CCC(NC(=O)C3CCCCC3)CC2)cc1C	0.9	-3	-7	-5	108	13	-4	-5	0.0	-8
Cc1ccc(C(=O)N/N=C/c2ccc(OC(=O)c3ccccc3Cl)cc2)cn1	-2.1	4	-8	3	101	58*	-14	-8	-0.1	-6
COc1ccc(-c2cc(NC=O)c3ncc(-c4cnn(C)c4)n3c2)cc1	14*	3	/	-5	103	34	-3	-2	-0.2	-3
COc1ccc(CNCCC(c2ccc(F)cc2)c2ccc(OC(C)C)cc2)cc1OC (configuration not stated)	4.9	-3	-10	1	97	-2	6	5	0.6	-4
O=[N+]([O-])c1cc(C(F)(F)F)ccc1NCCCCNS(=O)(=O)c1ccc(Cl)cc1	2.1	0	-14	-2	100	-8	4	2	3.8	-7
O=C(/C=C/c1cccs1)N1CCc2ccccc21	-0.7	-16	-9	2	91	-8	0	2	0.0	-4
Cc1ccc(-c2ccc(=O)n(CC(=O)NCCN3CCCCC3C)n2)cc1 (configuration not stated)	1.5	-2	1	-4	109	-1	-3	2	-0.1	5
COc1ccc(N(CC(=O)N/N=C/c2ccc(OC3CSC3)cc2)S(=O)(=O)c2ccccc2)cc1	-1.2	0	-9	-6	95	-4	-1	-1	-0.2	7
Cc1cccc(-c2cc3nc4c(c(N5CCOCC5)n3n2)CCCC4)c1	-1.1	-11	-3	-2	87	/	-1	4	0.3	-7
Cc1sc2ncnc(N3CCC(C(=O)NNC(=O)c4ccccc4Cl)CC3)c2c1C	-3.8	-7	-1	2	100	-13	-6	-49	0.0	-6
COCCCNC(=O)CC1C[C@H](C(=O)N2CCCCC2)[C@@]2(CCc3ccccc3)c3[nH]c4ccc(OC)cc4c3CCN2C1=O (some centres not stated)	0.1	-2	-6	6	96	-6	1	-3	-0.1	-7
O=C(Cn1cnc2ccccc21)NCc1ccccc1	1.1	-1	-12	-5	101	-6	-1	7	0.4	-6
Cc1ccc(C(=O)CCC(=O)NCc2ccc(Cl)cc2)cc1	-0.2	2	-7	5	99	5	6	-7	-0.2	-9
CCCCC(=O)Nc1ccnc(-c2cccnc2)n1	-0.4	2	-11	2	104	-8	-2	1	0.0	1
CC1(C(=O)NCc2cccc3ccccc23)CCN1C(=O)C1(c2ccccc2)CC1 (configuration not stated)	-1.8	-2	/	4	97	/	2	2	0.1	-1
O=C(Cc1cccc(C(F)(F)F)c1)NCc1cccnc1	-0.4	0	-4	2	98	/	0	-2	0.2	-12
CC1(C)C2CCC(C2)C1C/C=N/NC(N)=S (configuration not stated)	0.3	-1	15	-10	89	-1	7	-1	0.4	-11
O=C(NCCO)C(=O)NCC(c1cccs1)S(=O)(=O)c1ccc(F)cc1 (configuration not stated)	0.1	2	-7	-2	97	24	2	4	0.3	-3
N=c1c(S(=O)(=O)c2ccc(F)cc2)cc2c(=O)n3ccccc3nc2n1CC1CCCO1 (configuration not stated)	0.5	3	-10	5	101	-1	-6	25	-0.1	-22
COC(=O)CSc1nnc(-c2ccc(OC)cc2OC)o1	-0.3	1	-8	-6	98	3	0	8	0.0	-9
CC(=Nc1ccccc1)C1=C(O)C(CC(C)C)NC1=O (configuration not stated)	1.0	-2	-4	11	93	3	2	0	1.1	-25
CCOc1ccc(OCC)c(NC(=O)CCS(=O)(=O)c2ccc(C)cc2)c1	1.1	0	-10	0	101	-4	-2	20	0.0	-3
O=C(N/N=C/c1ccccc1F)NC12CC3CC(CC(C3)C1)C2	-0.2	0	6	-12	87	/	-4	-3	0.0	-4
Cn1c(-c2ccc3c(c2)OCO3)cnc1N	-0.1	2	-13	-4	94	1	-1	-4	-0.2	-1
Cc1cccc(S(=O)(=O)N(C)C[C@@H]2OCc3cn(nn3)CCCC(=O)N([C@@H](C)CO)C[C@H]2C)c1	-1.1	0	-5	0	97	4	15	2	-0.1	-9
Cc1cccc(-n2nnnc2SCC(=O)c2cc(C)n(Cc3ccco3)c2C)c1	27*	-1	1	4	99	-4	-1	6	-0.2	-5
Oc1ccc2ccccc2c1C=Nc1ccccc1Br	-0.4	0	-13	3	89	-6	19	8	0.1	-3
O=C(c1cn2ccccc2n1)N1CCCC(Nc2ccc(F)c(F)c2)C1 (configuration not stated)	-4.0	/	2	8	104	/	-2	7	0.3	-17
Cc1ccc(Cn2c(C)c(C(=O)NCc3cccs3)sc2=O)cc1	1.9	-3	/	0	107	-4	-7	10	-0.2	0
O=C(OCC(=O)N(Cc1ccccc1)Cc1ccccc1)c1ccccc1NCCO	0.2	-2	-2	-8	97	-11	-3	-4	-0.1	8

A different layout for two compounds above:
The line under a structure holds: MC4R ag barr | N-glyco inh | TLR9-MyD88 block | ABHD5-PLIN5 inh | ABCB6 inh 2 | Vif inh | Exocytosis inh | MC4R antag cAMP | aDG glyco up | NOD2 RIPK2 PPI
> Cc1ccc(/C(O)=C2\C(=O)C(=O)N(C)C2c2cccc([N+](=O)[O-])c2)cc1 (configuration not stated)
 : -0.3 | 1 | -8 | -2 | 99 | -1 | -8 | -1 | 0.1 | 16
> O=C(Nc1nncs1)c1ccccc1NS(=O)(=O)c1cccs1
 : -0.2 | -2 | -2 | 8 | 105 | 18 | -1 | 14 | -0.2 | -16

The results go on:
SMILES	MC4R ag barr	N-glyco inh	TLR9-MyD88 block	ABHD5-PLIN5 inh	ABCB6 inh 2	Vif inh	Exocytosis inh	MC4R antag cAMP	aDG glyco up	NOD2 RIPK2 PPI
Cc1[nH]c2ccccc2c1/C=N/Nc1nc(N2CCCCC2)nc(N2CCCCC2)n1	0.0	0	-6	-2	99	-3	4	1	-0.2	-3
O=C(Nc1cnc2sc3c(n2c1=O)CCCC3)c1ccc(F)cc1	-0.4	-1	-23	3	106	1	-6	11	-0.3	-2
CN(C)CCCNC(=S)Nc1ccc(-c2ccccc2)cc1	-1.3	-2	1	9	95	8	24	-14	0.3	2
COc1cc(CCc2ccccc2)c(C(=O)O)c(O)c1CC=C(C)C	-2.6	1	-2	-13	102	-18	2	17	-0.2	-1
CCN(CC)C(=O)c1cc2c(=O)c3cc(F)ccc3oc2nc1C	-1.6	1	-2	6	102	/	6	2	0.0	4
O=C(Nc1c2c(nn1-c1ccccc1)CS(=O)(=O)C2)c1cccs1	-2.1	2	-9	5	104	11	1	-4	0.0	-4
CCCSc1ccc([C@H]2N[C@@](C)(C(=O)OC)[C@H]3C(=O)N(C)C(=O)[C@@H]23)cc1OC	-1.5	3	-6	4	99	-14	-2	-1	0.0	-5
COc1ccc(S(=O)(=O)NC(=O)C2(C)CCN2C(=O)c2cccc(F)c2)cc1 (configuration not stated)	-1.6	0	/	-7	91	4	4	5	0.1	-5
C[C@H](NC(=O)C[C@@H]1CC[C@H]2[C@@H](COC[C@H](O)CN2Cc2ccc(C(F)(F)F)cc2)O1)c1ccccc1	/	/	/	-5	/	/	-8	/	1.8	-8
O=C(NCc1cccs1)Nc1cccc(Cl)c1	0.3	-1	-1	10	94	/	0	1	0.6	-1
O=[N+]([O-])C1=CC=C2C(=NC3(CCCCC3)N2O)C1=NCCO	-1.9	-5	1	-3	96	/	-3	-23	0.1	6
Cc1cc2ncn(-c3ncnc4sc(C)c(C)c34)c2cc1C	0.0	-4	0	1	99	0	2	9	1.6	-6
COC(=O)c1[nH]c(C)c(/C(O)=C2\C(=O)C(=O)N(CCN(C)C)C2c2ccccc2OC)c1C (configuration not stated)	1.2	-1	-9	-1	107	-11	3	1	-0.2	-3
CC1CCCC(C)N1C(=O)COC(=O)CSc1ccc([N+](=O)[O-])cc1 (configuration not stated)	-2.5	5	7	10	95	/	0	3	-0.1	-1
CCc1ccc(NC(=S)N(Cc2cccnc2)Cc2ccco2)cc1	0.0	0	-6	2	90	4	-5	-10	0.0	-3
CCOC(=O)Cn1cc(-c2ccccc2)nn1	-1.8	0	8	0	98	7	-4	6	0.0	-8

Not all compounds are listed; rates above refer to the full screens.
